# Source: PubChem BioAssay (The Scripps Research Institute Molecular Screening Center)
# ADAM17 inh = ADAM17 inhibition, QFRET primary screen. recombinant ADAM17, EDANS/DABCYL FRET peptide cleavage. inhibition, % at 6.95 µM. 370,000 tested, 0.83% active;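 active = inhibition above the mean of compounds lying between control limits plus 3 SD, set per campaign, cut at about 8.5% in these data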;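 note: 0% = DMSO-only wells as the low control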
# SIAE primary = inhibitors of human sialic acid acetylesterase SIAE; Q9HAT2; SIAE FP-Rh probe binding, fluorescence polarization; inhibition, % at 9.66 µM; 370,000 tested, 0.69% active; AID 1053197;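 active = inhibition above a cutoff: mean of compounds within the control limits plus 3 SD of those, cut at about 17% in these data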;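 note: 0% = plate median of compound wells and 100% = probe without SIAE protein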
# Target sequence (Q9HAT2 whole entry, looked up): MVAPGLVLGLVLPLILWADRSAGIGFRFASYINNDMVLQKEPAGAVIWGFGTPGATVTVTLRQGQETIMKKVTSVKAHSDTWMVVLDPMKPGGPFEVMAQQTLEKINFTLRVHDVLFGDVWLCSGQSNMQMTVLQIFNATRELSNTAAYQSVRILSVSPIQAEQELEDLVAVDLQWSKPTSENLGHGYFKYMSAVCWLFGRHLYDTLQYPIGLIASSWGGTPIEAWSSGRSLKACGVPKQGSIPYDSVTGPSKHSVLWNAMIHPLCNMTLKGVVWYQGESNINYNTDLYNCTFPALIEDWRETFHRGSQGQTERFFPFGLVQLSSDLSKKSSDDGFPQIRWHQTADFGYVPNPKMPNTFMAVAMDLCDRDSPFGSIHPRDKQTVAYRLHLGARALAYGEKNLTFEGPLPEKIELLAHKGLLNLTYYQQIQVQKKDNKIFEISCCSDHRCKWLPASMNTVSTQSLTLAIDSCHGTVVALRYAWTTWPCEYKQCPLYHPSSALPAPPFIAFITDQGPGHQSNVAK
# Tn6 DDE FP = inhibitors of Tn6 peptide binding to human fibrin DD(E). P02675. 370,000 tested, 0.21% active. Fibrin DD(E) TRITC-Tn6 fluorescence polarization displacement. inhibition, % at 8.3 µM;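 active = inhibition above a per-campaign cutoff: mean of compounds within control limits plus 3 SD, cut at about 15% in these data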;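 note: 0% = median of all compound wells on the plate and 100% = blocking peptide control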
# ADAM10 inh = inhibitors of human ADAM10; O14672; recombinant ADAM10, EDANS/DABCYL FRET peptide cleavage, 3 h; AID 720582; inhibition, % at 7 µM; 370,000 tested, 0.62% active;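 active = inhibition above a per-campaign cutoff equal to the mean of compounds falling between control-based bounds plus 3 SD, cut at about 20% in these data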;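 note: 0% = DMSO wells while the 100% control is not disclosed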
# ARFGAP1 inhibitor = inhibitors of rat ARFGAP1 | Q62848 | Arfgap1-stimulated ARF1 GTP hydrolysis, GDP FP detection | inhibition, % at 16.5 µM | 360,000 tested, 0.26% active;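 active = inhibition above a per-plate limit, mean inhibition of low control wells plus 3 SD, cut at about 25% in these data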;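 note: 0% = DMSO wells with enzyme and 100% = wells lacking Arfgap1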
#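 Material: truncated rat Arfgap1 GAP domain; Incubation: compound-enzyme preincubation 20 min, reaction 120 min, detection 60 min, 25 °C; Read-out: percent inhibition of Arfgap1-stimulated GTP hydrolysis; Technique: FP, GDP Alexa 633 tracer displaced from anti-GDP antibody, 620/688 nm; Controls: No-Arfgap1 wells (100%) versus DMSO full-reaction wells (0%); Replication: single well per compound.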
# TDP2 inh = TDP2 (human) inhibition, absorbance primary screen; O95551; recombinant TDP2, T5PNP hydrolysis, p-nitrophenol absorbance 415 nm; inhibition, % at 12.8 µM; 370,000 tested, 0.34% active; AID 720702;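 active = inhibition above the mean of all tested compounds plus 3 SD, set per campaign, cut at about 25% in these data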;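 note: 0% = DMSO with enzyme and 100% = buffer with substrate but no TDP2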
# Target sequence (O95551 whole entry, looked up): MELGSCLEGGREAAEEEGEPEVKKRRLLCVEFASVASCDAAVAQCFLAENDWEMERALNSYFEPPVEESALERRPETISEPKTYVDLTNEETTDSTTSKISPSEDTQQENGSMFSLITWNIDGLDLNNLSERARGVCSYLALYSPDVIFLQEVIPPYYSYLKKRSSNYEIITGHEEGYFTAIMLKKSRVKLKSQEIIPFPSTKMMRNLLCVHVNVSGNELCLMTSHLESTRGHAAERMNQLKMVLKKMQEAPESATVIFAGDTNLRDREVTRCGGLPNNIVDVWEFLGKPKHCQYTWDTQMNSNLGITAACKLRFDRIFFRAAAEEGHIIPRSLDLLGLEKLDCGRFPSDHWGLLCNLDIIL
#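 Incubation: 2 h at 37 °C; Test system: recombinant human TDP2; Quantity: enzyme 120 nM; Read-out basis: percent inhibition; Medium: 50 mM Tris-HCl pH 7.5 with Mg2+, KCl, DTT, BSA; Repeats: single replicate; Compound: 12.8 µM single point, 1% DMSO; Signal: epi absorbance; Reagent: 5 mM T5PNP chromogenic substrate; Benchmarks: no-enzyme high, DMSO-plus-enzyme low.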
# ASAP1 GAP inh = inhibitors of human ASAP1 ArfGAP activity; Q9ULH1; ASAP1-stimulated ARF1 GTP hydrolysis, GDP FP detection; inhibition, % at 16.5 µM; 360,000 tested, 0.19% active; in the data active = inhibition above about 25%;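 note: 0% = vehicle with enzyme and substrate and 100% = no enzyme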
# DDE Tn7 FP inh = DD(E)-Tn7 binding inhibition, primary FP screen; P02675; FP displacement of FITC-Tn7 peptide from fibrin DD(E); 0% = median of compound wells per plate; inhibition, % at 8.3 µM; 370,000 tested, 0.13% active; AID 720508;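 active = inhibition above the mean of compounds falling within the control limits plus 3 SD of them, cut at about 14% in these data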;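 note: 0% = plate median of compound wells and 100% = 10 µM Aha-Tn7 peptide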
#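 Assay system: human fibrin DD(E) protein / Input: 2 µM fibrin DD(E) / Benchmarks: high control of 10 µM Aha-Tn7 peptide / Measured by: fluorescence polarization of the labelled Tn7 tracer / Medium: Tris buffer with calcium and detergent, pH 7.8 / Timing: 10 min compound pre-incubation, 3 h probe incubation at room temperature / Repeats: one replicate per compound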
# PLCb3 inh = blocks human PLC-beta3 enzyme activity. 370,000 tested, 0.18% active. inhibition, % at 12.2 µM. Purified PLC-beta3, fluorogenic substrate, fluorescence. Q01970; in the data active = inhibition above about 11%;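 note: 0% = median of compound wells on plate and 100% = full blocker control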
# PLCg1 inh = PLC-gamma1 (human) inhibition, primary screen | P19174 | purified PLC-gamma1, fluorogenic substrate, fluorescence | 370,000 tested, 0.84% active | inhibition, % at 12.2 µM | AID 720700; in the data active = inhibition above about 9.5%
# * marks the source's active call; other numbers are inactive results; i = inactive; nt = no result given. Outcome played no part in choosing rows. Share with any hit: about 3.6%.
SMILES,ADAM17 inh,SIAE primary,Tn6 DDE FP,ADAM10 inh,ARFGAP1 inhibitor,TDP2 inh,ASAP1 GAP inh,DDE Tn7 FP inh,PLCb3 inh,PLCg1 inh
COCCNC(=O)C1(C)CCCN(C(=O)c2ccc(F)c(Cl)c2)C1 (stereo not given),-7,10,0,-10,-7,6,7,6,-1,-2
Cc1ccc(-c2cnn(-c3ccccc3)c2N)cc1,2,2,1,10,-1,-6,-7,2,-1,3
COc1ccc(CN=C2NC(=O)CC(C(=O)Nc3ccccc3C)S2)cc1 (stereo not given),-6,-6,0,12,8,-13,0,-5,2,2
Cc1[nH]c2ccccc2c1/C=N/NC(=S)NC(C)C,2,20*,4,14,14,3,3,1,-30,-19
O=C(CN1C(=O)NC2(CCCC2)C1=O)Nc1cccc(C(F)(F)F)c1,2,1,0,1,11,12,5,0,-2,2
CSc1nc(N)c2c(n1)N(C)C=NS2(=O)=O,-4,-3,-1,-4,10,10,5,-4,-1,3
O=C(O)CC(NC(=O)C12CC3CC(CC(C3)C1)C2)c1cccc(Cl)c1 (stereo not given),-3,1,-1,-17,-2,-10,3,6,-10,-3
Cc1nn(C2CCS(=O)(=O)C2)c2nc(C3CC3)cc(C(=O)Nc3ccc(C(N)=O)cc3)c12 (stereo not given),-9,-2,-3,-20,-8,8,12,-7,-14,-7
O=C(OCc1cccc(C(F)(F)F)c1)c1cc(S(=O)(=O)N2CCOCC2)ccc1F,-5,-5,-8,5,-6,-6,-14,0,-7,3
COc1ccc(CNC(=O)C2CCN(S(=O)(=O)c3c(C)n[nH]c3C)CC2)cc1,2,3,-3,3,-10,-1,-3,-2,3,1
CC1CCCCC12NC(=O)N(CC(=O)N1CCc3ccccc31)C2=O (stereo not given),0,0,-9,-19,2,-12,9,-2,-6,3
CCOC(=O)C1(Cc2ccccc2C)CCCN(C(=O)CN2CCCCC2=O)C1 (stereo not given),-3,1,4,-10,-6,8,5,0,-4,0
CSc1nc2cc(S(=O)(=O)N3CCOCC3)ccc2s1,-1,6,1,-2,9,-2,21,-7,10,1
COc1cccc(CNC(=O)CCNC(=O)Cn2ccc3ccccc3c2=O)c1,-8,1,-3,-3,12,3,3,2,1,2
O=c1[nH]c(=O)n(-c2ccc(F)cc2)c2c1C(C(F)(F)F)(C(F)(F)F)N=C(c1ccc(F)cc1)N2,0,-4,0,-6,15,1,-2,10,3,-1
C[C@H](CO)N1C[C@H](C)[C@@H](CN(C)C(=O)Nc2cccc3ccccc23)OCCCC[C@H](C)Oc2ccc(NS(=O)(=O)c3cn(C)cn3)cc2C1=O,-21,0,0,-67,2,9,-6,7,-23,-18
O=C1CCCCN1CCC(=O)N1CCCC(Nc2ccccc2)C1 (stereo not given),4,2,-2,9,-15,-8,5,0,-4,-1
COc1ccc(/C=N\NC(=O)COc2ccc(C(C)(C)C)cc2)cc1Cn1nc(C)cc1C,0,-2,-1,1,6,0,1,-8,1,8
Cc1ccc(C)c(OCCNc2ncccc2[N+](=O)[O-])c1,0,0,-2,5,-3,8,-6,-2,-3,3
CCCC1CCC2(CCCN2CCOC(=S)Nc2ccccc2OC)CC1 (stereo not given),-6,2,-5,-8,nt,-10,nt,-1,-7,5
COC(=O)[C@]12C[C@H](CC(=O)NCc3cccc(C(F)(F)F)c3)C(=O)N(Cc3ccco3)C1=C[C@H](C(C)(C)C)O[C@@H]2C,10.0*,3,4,22*,nt,-5,nt,-2,1,-1
CCN(CC(=O)NC1CCS(=O)(=O)C1)S(=O)(=O)c1c(C)c(C)cc(C)c1C (stereo not given),1,-2,2,-6,12,7,13,0,-4,1
Clc1ccc([C@H]2OC[C@@]3(CNCCN4CCOCC4)CS[C@H](c4ccc(Cl)cc4)N23)cc1,1,3,-7,4,nt,7,nt,-5,4,1
O=C(Nc1ccccc1F)c1ccc(C(=O)c2ccccc2)cc1,2,5,-4,6,-3,-5,5,6,-7,-5
COc1cc(CO)c(OC)c([N+](=O)[O-])c1,1,-2,3,7,-3,2,0,-6,3,1
Cc1onc(-c2ccccc2Cl)c1C(=O)Nc1cccc(-c2nc3ncccn3c2C)c1,i,8,-4,i,-1,6,3,-2,i,i
Nc1cc(Cl)ccc1Oc1ccc2ccccc2c1,17*,-5,-6,29*,6,-32,7,-11,-5,14*
O=C(NCc1ccc(F)cc1)c1ccccc1OCc1ccccc1,1,-1,-3,3,-2,-5,-4,6,0,0
COc1ccc(-c2csc(NC(=O)CSCc3c(C)noc3C)n2)c(OC)c1,1,9,-1,4,3,4,-6,10,-5,7
COc1ccccc1NC(=O)CSCC(=O)N1c2ccccc2CCc2ccccc21,-1,5,1,2,-8,0,3,6,-5,4
O=C(C1=NN[C@@H]2C(=O)N(c3cccc(C(F)(F)F)c3)C(=O)[C@H]12)c1ccc2ccccc2n1,2,-4,-1,4,8,-4,13,-6,-5,-5
O=C(NCCOc1ccccc1)c1ccc2c(c1)OCO2,2,2,-5,-2,4,1,3,-4,3,13*
Cc1ccccc1-n1nc(C)c2cc(C(=O)N3CCN(S(=O)(=O)c4ccc(Cl)cc4)CC3)sc21,1,1,3,0,-2,-8,6,1,-1,-2
O=C1CC(N2CCCN(C3CC(=O)N(c4ccc(F)cc4)C3=O)CC2)C(=O)N1c1ccc(F)cc1 (stereo not given),-1,-1,-4,3,2,7,-2,4,0,4
CN(Cc1ccccc1)Cc1nc2scc(-c3ccccc3)c2c(=O)[nH]1,0,-5,-12,6,19,-17,6,-1,-2,6
CCOC(=O)C1CCN(C(=O)c2ccc(Cl)c(S(=O)(=O)N3CCCC3)c2)CC1,-1,-7,3,-4,0,18,13,1,-4,2
Cc1occc1-c1n[nH]c(=S)n1CC(C)C,-1,9,5,2,14,12,-3,2,2,-1
O=C(Cn1nc(C(=O)O)c2ccccc2c1=O)c1cc(F)ccc1F,-1,-7,1,4,0,-1,1,-8,-6,2
COc1ccc(NC(=O)CSc2nc3ccccc3c(=O)[nH]2)cc1S(N)(=O)=O,-1,0,2,-4,4,-1,-12,-8,-3,-3
COc1ccc(CCNC(=O)CS(=O)Cc2nc(-c3ccc(C)cc3)oc2C)cc1OC (stereo not given),0,5,8,5,0,7,9,-1,-7,0
COCC(C)NC(=O)c1cc2cccc([N+](=O)[O-])c2[nH]1 (stereo not given),-4,-8,-9,-8,6,6,-1,-2,-5,3
O=[N+]([O-])c1ccc(S(=O)(=O)NCC2COc3ccccc3O2)cc1 (stereo not given),1,4,1,7,-6,25*,7,-2,-7,1
CCn1nc(CCC(=O)O)c2ccccc2c1=O,-1,-7,-8,-1,20,-8,-2,-7,2,1
COc1cc(CN2CCC(CO)(CCOc3ccccc3)CC2)cc(OC)c1OC,0,3,5,4,-4,4,10,0,1,1
CCOC(=O)C(C)Sc1ncnc2nc[nH]c12 (stereo not given),-4,-1,4,2,3,-8,7,-1,-1,4
CC(C)CNS(=O)(=O)c1ccc(CCC(=O)Nc2ccc3c(c2)OCCO3)cc1,5,-2,-12,7,11,-9,-6,-4,6,0
NS(=O)(=O)c1ccc(S(=O)(=O)N2CCCC2)cc1,-4,7,-1,-5,8,1,5,-3,1,2
CCCC(=O)Nc1cc(OC)c(NC(=O)NC2CCCCC2)cc1OC,-3,3,-1,0,5,3,2,7,2,1
Cc1nn(-c2ccccc2)c2nc(C(F)F)cc(C(F)F)c12,-8,6,2,-20,-4,-8,-8,-1,-64,-50
